Assay outcomes deposited in PubChem by National Center for Advancing Translational Sciences (NCATS).
NIH3T3 tox = Cytotoxic Profiling in NIH 3T3 Cell Line of Diverse Libraries Using Quantitative High-Throughput Screening; NIH 3T3 viability, CellTiter-Glo ATP luminescence, 48-72 h; Potency, µM (titrated, usually from 96.7 µM), for inactives: top-dose activity change, negative = cytotoxicity, most hits filed as inhibitors; 94,000 compounds, 4.3% hits; note: potency is the fitted concentration of half-maximal effect; nearly all actives have a fitted effect of over 55% in size
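Cells were seeded at 400 per well, treated with pin-transferred compound, and kept 48 or 72 hr at 37 °C before CellTiter-Glo addition and luminescence imaging of cellular ATP.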
Luciferase inh = Firefly luciferase inhibition profiling of diverse chemical library using quantitative high-throughput screening | Luciferin 4-monooxygenase (Photinus pyralis), P08659 | Potency, µM (series often up to 115 µM), for the others: at the top dose activity change, negative = inhibition, usual class: inhibitors | 76,000 compounds, 2.5% hits | purified P. pyralis luciferase, luminescence, biochemical | AID 1347043, 2019; note: potency is the fitted concentration of half-maximal effect; nearly all actives have a fitted effect of over 65% in size
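FLuc 10nM, D-luciferin 10uM, ATP 10uM, Mg acetate 10mM, Tris acetate pH 7.5, Tween/BSA; cpd qHTS; enzyme added last; CCD luminescence.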
HEK cytotox = Cytotoxic Profiling in HEK 293 Cell Line of Diverse Libraries Using Quantitative High-Throughput Screening; HEK 293 viability, ATP luminescence (CellTiter-Glo), 48-72 h; Potency, µM (doses to about 115 µM), inactives show top-dose activity change, negative = cytotoxicity, hits mostly inhibitors; AID 1345083, 2018; 94,000 compounds, 6.6% hits; note: potency is the fitted concentration of half-maximal effect; nearly all actives have a fitted effect of over 60% in size
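HEK 293 cells seeded at 250 cells/well were exposed to compound for 48 or 72 hr at 37 degree Celsius. Viability taken as ATP content by CellTiter-Glo luminescence.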
IP6K1 inhibitor = Primary qHTS assay for small molecule inhibitors of Inositol hexaphosphate kinase 1 (IP6K1) | Inositol hexakisphosphate kinase 1 (Homo sapiens), Q92551 | IP6K1 kinase, ADP-Glo luminescence, 2 h; hits give low values | activity change, % (series mostly up to about 58 µM) | 140,000 compounds, 0.81% hits | AID 1645851, 2021; in the data active = activity change below about -25%
Target sequence (Q92551 whole entry, looked up): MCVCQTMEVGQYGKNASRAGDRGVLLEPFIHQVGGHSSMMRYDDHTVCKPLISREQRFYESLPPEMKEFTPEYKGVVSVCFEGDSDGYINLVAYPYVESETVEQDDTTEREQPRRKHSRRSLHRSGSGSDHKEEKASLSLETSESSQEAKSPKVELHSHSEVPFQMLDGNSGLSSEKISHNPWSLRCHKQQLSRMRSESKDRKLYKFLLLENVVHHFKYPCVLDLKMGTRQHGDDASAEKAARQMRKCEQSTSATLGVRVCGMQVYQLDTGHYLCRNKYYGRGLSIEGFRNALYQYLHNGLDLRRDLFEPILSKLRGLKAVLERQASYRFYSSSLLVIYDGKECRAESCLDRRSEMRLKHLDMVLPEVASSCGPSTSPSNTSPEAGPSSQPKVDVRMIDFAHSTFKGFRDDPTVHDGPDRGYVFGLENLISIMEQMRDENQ
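ADP-Glo luminescence measures ADP made by human IP6K1 during a 2 h RT reaction with ATP/IP6 (mix at 1.3 mM/130 uM); top library doses 57.5 and 19.1 uM final.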
GPT2 inh = Primary qHTS assay for inhibitors of Glutamate pyruvate transaminase 2 (GPT2). AID 1671188, 2021. Potency, µM (top dose mostly 57.7 µM), for inactives: at the top dose activity change, negative = inhibition, usual class: inhibitors. Recombinant GPT2, coupled pyruvate oxidase/HRP Amplex Red fluorescence. 100,000 compounds, 0.25% hits; note: potency is the fitted concentration of half-maximal effect; nearly all actives have a fitted effect of over 60% in size; many of its hits are not listed in these tables
Target sequence (Q8TD30 whole entry, looked up): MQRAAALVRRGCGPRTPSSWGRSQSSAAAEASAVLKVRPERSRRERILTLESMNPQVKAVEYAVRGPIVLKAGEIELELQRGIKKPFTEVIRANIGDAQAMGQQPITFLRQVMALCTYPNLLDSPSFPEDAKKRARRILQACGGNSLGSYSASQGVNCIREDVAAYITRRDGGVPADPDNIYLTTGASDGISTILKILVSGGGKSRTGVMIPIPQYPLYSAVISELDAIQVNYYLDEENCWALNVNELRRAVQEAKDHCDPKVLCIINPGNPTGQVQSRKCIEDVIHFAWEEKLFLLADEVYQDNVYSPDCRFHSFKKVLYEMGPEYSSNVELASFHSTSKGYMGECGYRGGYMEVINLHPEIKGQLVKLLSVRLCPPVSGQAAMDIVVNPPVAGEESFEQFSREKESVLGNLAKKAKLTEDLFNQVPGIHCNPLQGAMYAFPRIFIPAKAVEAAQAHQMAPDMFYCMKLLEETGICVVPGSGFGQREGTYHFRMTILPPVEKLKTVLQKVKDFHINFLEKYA
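Fluorescence of coupled pyruvate oxidase/HRP/Amplex Red system (50uM Amplex, 30 min, dark) reports pyruvate formed by GPT2. Enzyme reaction: 10ng/uL GPT2, 2mM L-alanine, 250uM a-KG, 30 min room temperature, pH 7.5; 50uM AOA control.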
SNCA expr inhib = Primary qHTS assay for inhibitors of alpha-synuclein gene (SNCA) expression; HEK-293 SNCA-luciferase knock-in, luminescence, 24 h; Potency, µM (titrated, usually from 57.2 µM), for the others: at the top dose activity change, negative = inhibition, usual class: inhibitors; 140,000 compounds, 0.17% hits;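 note: potency is the fitted concentration of half-maximal effect; plate controls were DMSO cells for no effect and cell-free wells for full effect; nearly all actives have a fitted effect of over 45% in size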
SNCA viab count = GF-AFC viability counterscreen for inhibitors of alpha-synuclein gene (SNCA) expression; HEK-293-SNCA-luc viability, GF-AFC fluorescence, 24 h; Potency, µM (titrated, usually from 57.1 µM), for inactives: top-dose activity change, negative = cytotoxicity, hits mostly cytotoxic; 150,000 compounds, 0.12% hits;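 note: potency is the fitted concentration of half-maximal effect; 0% = DMSO-treated cells and -100% = medium-only wells without cells; nearly all actives have a fitted effect of over 30% in size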
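Cytotoxicity counterscreen: after 24 h compound treatment of genome-edited SNCA-luciferase HEK-293 cells, live-cell protease substrate GF-AFC read by fluorescence after 30 min; activity scaled between DMSO (0%) and medium-only (-100%), curves Hill-fitted.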
* hit, by the source's call; i = inactive; u = inconclusive; x = no result given; [ ] = remark or other dose. Unless noted, calls come from the whole dose curve; as a rule, active = well fitted curve in the direction sought with a large enough effect; inconclusive = small, poorly fitted or top-dose-only effect, or another doubt; inactive = no such curve, though single readings can be large; an effect the other way counts as inactive or inconclusive. Unless noted, % is set by controls: 0 for no effect and ±100 for the full control effect. This is a subset; count on the stated rates, not on these rows.

Molecule	NIH3T3 tox	Luciferase inh	HEK cytotox	IP6K1 inhibitor	GPT2 inh	SNCA expr inhib	SNCA viab count
CCOc1ccc(-c2cn3c(n2)sc2cc(C(=O)NC4CCCc5ccccc54)ccc23)cc1 (centres undefined)	x	x	x	-1	x	30%	8%
COC[C@@H]1CN(Cc2ccc(OC)cc2OC)C[C@H]1C(=O)NC1CC1	-15%	-10%	-8%	5	i	-2%	u
Cc1ccc(NC(=O)C2CCN(S(=O)(=O)c3cccc4nsnc34)CC2)cc1F	x	x	x	28	x	10%	1%
COc1ccc(NC(=O)c2nnn3c2COC(c2ccc(F)cc2)C3)cc1Cl (centres undefined)	-20%	11%	u	15	-14%	1%	-3%
Cc1cc(C)cc(OC(C)C(=O)Nc2nonc2-c2ccc(Br)cc2)c1 (centres undefined)	x	x	x	2	x	u	-12%
OC1(c2csc(CN3CCOCC3)n2)CCN(Cc2ccc(F)cc2)CC1	i	2%[172 µM]	i	8	-5%[88.5 µM]	37%[activator][87.6 µM]	-8%[87.6 µM]
O=S(=O)(NCc1ccc(F)cc1)c1ccc(-c2cnc(C3CC3)o2)cc1	x	x	x	-4	x	u	-7%
CC(C)c1nnc(C2CN(C(=O)c3cccs3)CC23CCOCC3)o1 (centres undefined)	-5%	-7%	-2%	14	-2%	16%	-4%
COc1cc2c(cc1OC)C(COc1cc(C)cc(C)c1)N(C(=O)c1ccc(S(=O)(=O)N3CCCC3)cc1)CC2 (centres undefined)	x	x	x	1	x	-24%	-9%
O=C(NCC1CCOCC1)C1c2ccccc2C(=O)N(C2CCCCC2)C12CCCCC2 (centres undefined)	-16%	-7%	4%	13	i	-13%	-24%
O=C(c1ccccc1OC1CN(Cc2cccc(C(F)(F)F)c2)C1)N1CCOCC1	u	x	u	-17	i	3%	-17%
COCC(=O)NC1CCN(c2nccc(Nc3ccc(C)cc3)n2)CC1	35µM*	x	u	-5	i	1%	11%
O=C1CCCc2cc(S(=O)(=O)NCC3CCC(C(=O)NCc4ccc(F)cc4)CC3)ccc2N1 (centres undefined)	x	x	x	-10	x	8%	-3%
CN(C)S(=O)(=O)n1cc(/C=C(\NC(=O)c2ccccc2Cl)C(=O)NCCCn2ccnc2)c2ccccc21	x	x	x	3	x	18%	-21%
Cc1ccc(OCCC2CCNC2)cc1 (centres undefined)	-24%	-3%	u	19	-11%	26%	13%
C=CC1(C)CC(OC(=O)/C(C)=C\COC(C)=O)C(C(=C)C(=O)O)C(O)C1C(=C)CO (centres undefined)	x	x	x	-2	2%[27.3 µM]	x	-6%[23.9 µM]
CN1c2cc(C(=O)Nc3cccc(C#N)c3)ccc2C(=O)N2CCCCCC21 (centres undefined)	u	28µM*	u	12	i	96%[activator]	22%[12.5 µM]
O=C(NC1CCCC1)N1CCC2(CC1)CC(N(Cc1ccc(F)cc1)C1CC1)CCO2 (centres undefined)	u	12%	u	-14	i	-9%	5%
CC(C)(O)CCc1cccc(C(=O)NCc2ccccc2Cn2cccn2)c1	22µM*	-6%	-23%	1	-16%	u	5%
CC(C)(C)C1CCC(CC2=C(O)c3ccccc3C(=O)C2=O)CC1 (centres undefined)	x	x	x	8	i	-11%[25.6 µM]	-15%[23.9 µM]
Cc1ccc(NC(=O)C2CC(=O)N(c3ccc(OC(C)C)cc3)C2)cc1 (centres undefined)	x	x	x	12	x	3%	-4%
O=C(CSc1ccc(-c2cccs2)nn1)Nc1ccccc1C(F)(F)F	x	x	x	29	x	17%	-13%
COc1ccc(N2CCN(c3nc(C(=O)NCc4ccc(F)cc4F)cs3)CC2)cc1	u	1%	35µM*	-4	u	-7%	-24%
COc1cccc(C(=O)N2CCC(N(C(C)=O)C3CCOCC3)CC2)c1	5%	-1%	-4%	5	i	8%	6%
O=C(NCCc1ccc(Cl)cc1)c1nnc(Cc2ccc(F)cc2)o1	x	x	x	22	x	24%	0%
CCCCOC(=O)NS(=O)(=O)c1sc(CC(C)C)cc1-c1ccc(Cn2c(CC)nc3c(C)cc(C)nc32)cc1	x	x	x	x	-13%	-21%	-26%
COc1cccc(CCC(=O)Nc2ccc3c(c2)CCC(=O)N3C)c1	-26%	-8%	u	11	i	29%	7%
COC(=O)c1c(NC(=O)/C=C/c2ccc(OC)cc2)sc2c1CCC2	x	x	x	-6	x	-16%	1%
CC(=O)NC1CC2(CCN(C(=O)Cc3c(C)noc3C)CC2)Oc2ccccc21 (centres undefined)	4%	x	i	-9	i	2%	-14%
COCC(=O)NC1CCC12CCN(C(=O)C1(c3ccccc3)CC1)CC2 (centres undefined)	-1%	2%	-12%	-6	i	u	3%
CCc1nc2c(c(-c3ccc(OC)cc3)n1)CCN(Cc1cccnc1)CC2	1%	x	3%	6	i	-15%	7%
CS(=O)(=O)N1CCOc2ccc(CCC(=O)NCC3CCCO3)cc2C1 (centres undefined)	i	-3%	-6%	-6	2%	u	-3%[12.5 µM]
O=C(CSc1ccc2nnc(CCNS(=O)(=O)c3ccccc3)n2n1)Nc1ccccc1C(F)(F)F	x	x	x	-5	x	25%	2%
COc1ccc(-c2cc3nc(C)c(CCC(=O)NCc4ccccc4Cl)c(C)n3n2)c(OC)c1	x	x	x	-15	x	46%[activator]	-3%
O=S(=O)(Nc1ccc2nc(-c3ccc(F)cc3)oc2c1)c1ccccc1	x	x	x	2	x	58%[activator]	13%
Clc1cccc(N2CCN(C3CCCN(CCCc4ccccc4)C3)CC2)c1 (centres undefined)	u	-3%	u	19	u	-29%	-3%
O=C(NCCc1noc(-c2ccncc2)n1)c1n[nH]c2c1CCCCCC2	-14%	u	u	34	i	u	1%[12.5 µM]
CCOc1ccc(CCNC(=O)CCN2N=C(c3ccc(OC)cc3)CCC2=O)cc1OCC	x	x	x	-4	x	-6%	-3%
CCOc1ccc(CCNc2ncnc3onc(-c4ccc(Cl)cc4)c23)cc1	x	x	x	-1	x	27%	-1%
Cc1ccc(S(=O)(=O)NCCc2cn3ccsc3n2)c(C)c1	x	x	x	45	x	5%	3%
Cc1ccc2nc3sc(C(=O)NCCCN(C)c4ccccc4)cc3cc2c1	x	x	x	-21	x	69%[activator]	4%
Cc1cc(C)cc(OCCSc2nc3ccc(NC(=O)c4cccs4)cc3s2)c1	x	x	x	4	x	-8%	0%
COc1ccc(N2CCN(C(=O)c3nn(C)c4c3CSc3ccccc3-4)CC2)cc1	x	x	x	5	x	0%	0%
O=C(CC1N=C2c3ccccc3N=C(SCC(=O)Nc3ccccc3F)N2C1=O)NCc1cccs1 (centres undefined)	x	x	x	-6	x	24%	-11%
Cc1ccc(S(=O)(=O)c2cn(CC(=O)Nc3ccc4c(c3)OCO4)c3ccc(F)cc3c2=O)cc1	x	x	x	-1	x	u	-12%
Cc1cc(F)ccc1NC(=O)c1csc2c1CCC(C)C2 (centres undefined)	x	x	x	2	x	19%	-8%
FC(F)(F)c1cccc(N2CCN(Cc3nnc(-c4ccccc4)o3)CC2)c1	x	x	x	-11	x	3%	8%
CCOC(=O)[C@@H]1CN(C(=O)C2CC2)[C@H]2c3cccc(C)c3O[C@@H]12	u	x	-24%	16	x	x	x
CN1C[C@H](NC2CCC2)CCC[C@@H](C(=O)NC2CC2)CC1=O	4%[174 µM]	-1%[172 µM]	-1%[172 µM]	-8	-4%[88.5 µM]	-11%[87.6 µM]	-1%[87.6 µM]
CNc1ncc(CN(C)c2cc(C3CC(N)C3)nc(COC)n2)cn1 (centres undefined)	i	9%	-14%	-2	i	-7%	-1%
Cc1cc(Cl)ccc1NC(=O)CS(=O)(=O)c1cccc2nsnc12	x	x	x	-5	x	59%[activator]	3%
COc1ccc(N2CCN(C(=O)CCc3ccnc(N4CCOCC4)c3)CC2)cc1	-18%	8%	-11%	14	-28%	-10%	17%
C[S+](=O)([O-])N1Cc2ccccc2CC2(CCCN2Cc2ccccc2)C1 (centres undefined)	-9%	x	u	-14	-1%	13%	8%
COc1ccc(-c2cc3nc(C)c(CCC(=O)N4CCN(c5ccc(F)cc5)CC4)c(C)n3n2)c(OC)c1	x	x	x	36	x	-6%	-18%
O=C1NC2CCCCC2=C1CC(=O)N1CCCCC1 (centres undefined)	-11%	1%	0%	7	i	2%	-8%
COc1ccc(C(=O)N2CCc3ccc(C(=O)NCc4ccc(C)o4)cc32)cc1	-21%	-7%	u	4	-4%	6%	u
COc1ccc(C(CC(=O)N2CCC(Cc3ccccc3)CC2)c2c[nH]c3ccccc23)cc1OC (centres undefined)	u	1%	u	-5	-15%	-24%	u
Cc1ccc(CNC(=O)CCSCc2cnn(-c3ccccc3)c2-n2cccc2)cc1	x	x	x	0	x	2%	9%
CCCn1c(=O)c2sccc2n2c(CCCC(=O)Nc3ccccc3OCC)nnc12	x	x	x	-13	x	-10%	4%
COc1ccccc1-n1c(=O)c(C(=O)NCC(F)(F)F)nc2cccnc21	0%	x	i	-4	u	5%	7%

6 records picked at random from the list so far, as already listed:
Molecule	NIH3T3 tox	Luciferase inh	HEK cytotox	IP6K1 inhibitor	GPT2 inh	SNCA expr inhib	SNCA viab count
COc1ccc(N2CCN(C(=O)CCc3ccnc(N4CCOCC4)c3)CC2)cc1	-18%	8%	-11%	14	-28%	-10%	17%
COc1ccccc1-n1c(=O)c(C(=O)NCC(F)(F)F)nc2cccnc21	0%	x	i	-4	u	5%	7%
CN1C[C@H](NC2CCC2)CCC[C@@H](C(=O)NC2CC2)CC1=O	4%[174 µM]	-1%[172 µM]	-1%[172 µM]	-8	-4%[88.5 µM]	-11%[87.6 µM]	-1%[87.6 µM]
CCOC(=O)[C@@H]1CN(C(=O)C2CC2)[C@H]2c3cccc(C)c3O[C@@H]12	u	x	-24%	16	x	x	x
C[S+](=O)([O-])N1Cc2ccccc2CC2(CCCN2Cc2ccccc2)C1 (centres undefined)	-9%	x	u	-14	-1%	13%	8%
COc1ccc(-c2cc3nc(C)c(CCC(=O)N4CCN(c5ccc(F)cc5)CC4)c(C)n3n2)c(OC)c1	x	x	x	36	x	-6%	-18%
